# eIF4E-4G inh = eIF4E–eIF4G protein interaction inhibitors, primary screen, biochemical, uHTS, TR-FRET, eIF4GI fragment; TR-FRET eIF4E-eIF4GI(517-606) binding, 2 h; Eukaryotic translation initiation factor 4E (Mus musculus) + Eukaryotic translation …; inhibition, % at 21.7 µM; 220,000 tested, 0.37% active;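 active = inhibition above about 30%, limit read from the data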;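 also: 0% = full FRET control wells and 100% = background wells lacking eIF4GI fragment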
# PERK inh = block of dimerizer-induced PERK translation repression, primary screen, PERK inhibitor project, CHO PERK-DD cells, SEAP luminescence, HTS | inhibition, % at 5.6 µM | 220,000 tested, 0.17% active | AID 1416, 2008 | CHO PERK-DD fusion, SEAP luminescence translation reporter;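 active = inhibition above the mean inhibition of all tested compounds plus 3 SD, set separately per screening campaign, cut at about 2.9% in these data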;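 also: PERK kinase domain activated by AP20187 dimerizer at 100 nM; 0% = DMSO with dimerizer and 100% = rapamycin at 8.4 µM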
# Ba/F3 V617F tox = reduced viability of JAK2V617F-dependent Ba/F3 cells, primary screen, JAK2V617F inhibitor project, cell-based, Ba/F3 EpoR-JAK2V617F, luminescence; inhibition, % at 5.6 µM; ATP luminescence; 220,000 tested, 1.1% active;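 active = inhibition above the campaign mean plus 3 SD over all tested compounds, cut at about 24% in these data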;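 also: cytokine-independent growth of Ba/F3 cells driven by EpoR plus mutant JAK2; 0% = DMSO-treated cells and 100% = JAK inhibitor I control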
# Wee1 stabilizer = Wee1 degradation inhibitors, primary screen, cell-based, HeLa, Wee1K328M-luciferase, luminescence; HeLa Luc-Wee1K328M stability; 100% = proteasome inhibitor MG132 effect; reporter increase, % at 5 µM; 220,000 tested, 1.2% active; AID 1321, 2008;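 active = activation above the mean of all tested compounds plus 3 SD, set per screening run, cut at about 8.8% in these data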;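 also: cells exposed to compound for 20 h before luminescence read; 0% = DMSO alone and 100% = MG132 at 30 µM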
# Target sequence (P30291 whole entry K328M): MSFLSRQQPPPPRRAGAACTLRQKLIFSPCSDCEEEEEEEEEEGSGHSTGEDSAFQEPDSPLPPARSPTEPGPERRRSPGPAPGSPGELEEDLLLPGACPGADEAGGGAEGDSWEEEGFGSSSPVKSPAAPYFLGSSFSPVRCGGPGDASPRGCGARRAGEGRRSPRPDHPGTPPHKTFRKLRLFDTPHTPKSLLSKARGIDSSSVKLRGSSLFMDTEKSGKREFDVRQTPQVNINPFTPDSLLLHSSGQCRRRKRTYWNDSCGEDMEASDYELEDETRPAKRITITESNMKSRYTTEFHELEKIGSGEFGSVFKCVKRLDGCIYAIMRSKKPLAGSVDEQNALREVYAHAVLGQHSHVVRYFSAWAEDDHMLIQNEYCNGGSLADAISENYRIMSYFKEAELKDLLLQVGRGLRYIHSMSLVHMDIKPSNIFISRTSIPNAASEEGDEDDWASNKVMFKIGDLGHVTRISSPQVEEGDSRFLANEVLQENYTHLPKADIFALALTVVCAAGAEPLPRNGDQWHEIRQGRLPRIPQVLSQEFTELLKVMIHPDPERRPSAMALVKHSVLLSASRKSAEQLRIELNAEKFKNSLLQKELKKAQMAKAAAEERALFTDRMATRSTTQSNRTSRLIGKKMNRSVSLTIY
# S1P4 ag = S1P4 receptor agonists, primary screen, cell-based. S1P4-expressing cell line, agonist reporter assay. activation, % at 4.98 µM. 220,000 tested, 0.35% active; in the data active = activation above about 11%;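 also: 0% = DMSO vehicle and 100% = reference agonist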
# S1P4 antag = S1P4 receptor antagonists, primary screen, cell-based. Sphingosine 1-phosphate receptor 4 (Homo sapiens), O95977. S1P4-expressing cells, antagonist mode, reporter read-out. inhibition, % at 4.98 µM. 220,000 tested, 0.26% active. AID 1510, 2009; in the data active = inhibition above about 29%;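 also: 0% = wells stimulated with agonist and 100% = vehicle wells without agonist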
# NPY-Y2 PAM-ag = NPY-Y2 potentiators or agonists, primary screen, cell-based. Neuropeptide Y receptor type 2 (Homo sapiens), P49146. cells expressing NPY-Y2, potentiator/agonist read-out. activation, % at 3.6 µM. 220,000 tested, 0.45% active. AID 1359, 2008; in the data active = activation above about 27%;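 also: cells stimulated with NPY near EC25 plus isoproterenol at EC100; 0% = vehicle plus submaximal agonist and 100% = vehicle plus saturating agonist; some results beyond the cut were filed as inactive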
# MDM2 E3 inh = MDM2-luciferase reporter signal enhancers, primary screen, MDM2 E3 ligase inhibitor project, cell-based, luminescence, 1536-well. 210,000 tested, 0.11% active. cell-based MDM2 ubiquitination luciferase reporter, 2 h; 0 = plate control, 100 = twice control, blank-subtracted. AID 1230, 2008. E3 ubiquitin-protein ligase Mdm2 (Homo sapiens), Q00987. signal enhancement, % at 5 µM;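 active = signal enhancement of 30% or more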;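 also: luminescence tracks abundance of the self-degrading MDM2-luciferase fusion protein; higher signal means inhibition of MDM2 E3 ligase activity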
#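 test system = mammalian cells stably expressing self-ubiquitinating, self-degrading MDM2 E3–luciferase fusion | quantity = 2000 cells/well | incubation = cell settling 4 h, compound treatment 2 h, both 37 °C | signal = luminescence with SteadyLite reagent, 15 min at room temperature | evaluation = % enhancement relative to plate controls after blank subtraction | benchmarks = plate controls and plate blanks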
# BaF3 parental = parental Ba/F3 cell viability inhibition, counter-screen for JAK2V617F inhibitor project, murine pro-B, CellTiter-Glo luminescence | CellTiter-Glo ATP luminescence | inhibition, % at 5.6 µM | 220,000 tested, 1.1% active | AID 1486, 2009;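 active = inhibition above a per-campaign cutoff, the mean inhibition of all tested compounds plus 3 SD, cut at about 27% in these data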;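 also: 0% = DMSO wells and 100% = JAK Inhibitor I control wells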
# * = called active by the depositor; . = not tested or not shown; [ ] = another dose, or the depositor's remark.
entry	SMILES	eIF4E-4G inh	PERK inh	Ba/F3 V617F tox	Wee1 stabilizer	S1P4 ag	S1P4 antag	NPY-Y2 PAM-ag	MDM2 E3 inh	BaF3 parental
1	CCN(CC)C(=O)Cn1cc(S(=O)(=O)CC(=O)NCc2ccc3c(c2)OCO3)c2ccccc21	0	-0.2	1	-1	-1.2	-8	0	-9	6
2	O=C(CC1C(=O)NCCN1Cc1cccc(Oc2ccccc2)c1)NCCc1ccncc1 (centres undefined)	-2	-0.8	-3	-2	0.3	-2	-11	0	2
3	O=C1[C@H]2[C@@H](C(=O)N1c1cc(Cl)cc(Cl)c1)[C@]1(C(=O)Nc3ccccc31)N1CCC[C@@H]21	-4	1.0	-2	-1	0.4	0	0	-5	-1
4	C/C(Cl)=C/CSc1nnc2n(N)c(=O)c3ccccc3n12	-5	0.1	0	-3	-0.4	-14	13	-15	-1
5	O=C(CN(c1ccc(F)cc1)S(=O)(=O)c1ccc2c(c1)OCCO2)Nc1cccnc1	2[fluorescence artefact?]	0.0	-3	-3	-1.4	-6	12	-9	1
6	COCCCN(C(=O)c1cccnc1SC)c1c(N)n(Cc2ccccc2)c(=O)[nH]c1=O	4	0.0	-3	2	1.0	-6	18	8	0
7	COc1ccc(Br)cc1C(=O)Nc1cccc(C)c1C	-1	0.8	1	1	0.5	-30	0	-9	5
8	CN(C)C=NC(=O)c1cc(C(=O)c2ccccc2Cl)c[nH]1	-1	0.8	-4	-1	0.7	-22	8	-10	-4
9	Nc1nc2nn(-c3ccccc3)nc2c(=O)[nH]1	-4	1.6	-1	1	-0.9	5	11	-16	2
10	CCOC(=O)C1CCCCN1Cc1ccccc1C(F)(F)F (centres undefined)	3	0.1	1	-1	-0.7	2	-3	2	4
11	COc1ccc(CCn2c(C(C)C)nc3c(c(=O)c4ccccc4n3C)c2=O)cc1	0[fluorescence artefact?]	-0.8	-3	0	-2.5	-11	0	-6	5
12	S=c1[nH]nc(-c2ccncc2)n1/N=C/c1cn(-c2ccccc2)nc1-c1ccc(Cl)cc1	15	1.3	-3	1	-0.9	3	-12	-7	3
13	O=C(NCCC1=CCCCC1)NC12CC3CC(CC(C3)C1)C2	6	0.1	-4	5	0.6	9	-23	.	2
14	CC(NC(=O)C(Cc1ccccc1)N1C(=O)C2C3CCC(C3)C2C1=O)c1ccccc1 (centres undefined)	0	-0.6	2	0	1.2	4	-4	-15	3
15	Cc1sc2nc(SCC(=O)N3CCN(CCO)CC3)n(-c3ccccc3)c(=O)c2c1C	-7[fluorescence artefact?]	-0.6	0	-1	1.1	-9	-5	-4	7
16	Cc1cc(C)nc(NS(=O)(=O)c2ccc(NC(=O)c3cccc(N4C(=O)CCC4=O)c3)cc2)n1	-2	0.4	1	0	0.6	-20	0	4	9
17	Cc1ccc(C(=O)C2=C(O)C(=O)N(c3ncccn3)C2c2ccc(Br)cc2)o1 (centres undefined)	0	0.9	-4	-1	2.6	-4	-15	6	-2
18	COc1cccc(/C=N/n2c(C)nc3ccccc3c2=O)c1O	3	0.8	-4	-3	0.8	-18	-6	-11	0
19	COC(=O)c1ccc(OCC(O)CN2C(=O)NC(C)(C)C2=O)cc1 (centres undefined)	-7	1.4	0	-3	0.2	10	-12	-12	1
20	CCN(CC)c1ccc(C(=O)NN)cc1	3	1.1	5	-1	0.3	0	-28	28	9
21	O=S1(=O)CCC(NC(=S)SCc2ccccc2Br)C1 (centres undefined)	-8	1.4	-4	3	-1.0	-4	-1	-15	4
22	COc1ccc2nc(NC(=O)C3CCCN(S(=O)(=O)c4cccc5nsnc45)C3)sc2c1 (centres undefined)	-3	0.0	0	2	-2.2	-3	16	-9	6
23	COc1cc(C(c2sc3nc(C)nn3c2O)N2CCc3ccccc3C2)cc(OC)c1OC (centres undefined)	-7[fluorescence artefact?]	0.7	0	-2	-0.5	6	4	-11	4
24	Cc1cc(C)c2nc(-c3ccccn3)cc(C(=O)Nn3cnnc3)c2c1	-6	1.1	-1	-3	1.2	0	4	-16	5
25	Cc1ccc(Cl)cc1NC(=O)COC(=O)Cn1cnc2c1c(=O)n(C)c(=O)n2C	-1	0.3	-1	-3	-0.5	-13	-2	-7	1
26	CCOC(=O)CC(N)c1cccc([N+](=O)[O-])c1 (centres undefined)	-2	-0.3	-2	-3	-0.2	3	4	-7	4
27	N#C/C(=C\c1cccc([N+](=O)[O-])c1)C(=O)NCc1ccc(Cl)cc1	3	0.3	1	0	1.1	-16	18	0	6
28	Cc1c(N=NC2=C(O)CCCC2=O)c(=O)n(-c2ccccc2)n1C	2	0.8	4	1	0.3	-9	-8	-8	13
29	CC(C)(C)C(=O)Cn1ncc(N2CCCC2)c(Br)c1=O	-4	0.4	-4	3	0.5	-12	-5	-16	3
30	CC(C)CCC1=NN(C(=O)c2ccco2)C(O)(C(F)(F)F)C1 (centres undefined)	2	-0.6	3	0	1.1	10	0	8	2
31	O=C(/C=C/c1ccccc1)NC1CCCc2ccccc21 (centres undefined)	0	-0.3	4	1	-0.6	54*	-3	-25	12
32	COc1ccc(-c2noc(-c3ccccc3-c3ccccc3)n2)cc1OC	3	-0.7	2	1	-0.3	-15	-25	-14	8
33	O=C(c1ccccc1)c1cc(Cl)ccc1N1C(=O)C=CC1=O	3	-0.1	6	-3	0.2	5	2	3	11
34	O=C(NC1CC1)C1=C[C@H](c2csc3ccccc23)C[C@H](OCCCCO)O1	-1	1.1	2	0	0.5	7	-15	.	-1
35	COc1cc(CNn2cnnc2)ccc1OCC(=O)NC(C)(C)C	2[fluorescence artefact?]	1.7	-1	-1	0.7	-1	-12	-1	6
36	Cn1c(CNC(=O)c2ccco2)nnc1SCC(=O)Nc1cccc(Br)c1	-16	0.4	0	1	2.1	-13	5	-9	1
37	CSc1ncc(C(C)=O)c(C)n1	1	0.6	1	-2	0.0	-2	7	1	5
38	O=C(CSc1nc2ccccc2o1)Nc1nncs1	3	-0.3	5	-1	2.8	5	-19	-21	7
39	O=c1c2ccccc2nc(-c2ccc(Br)cc2)n1Cc1ccccc1	0	-0.9	-1	-1	0.9	-29	-33	-5	4
40	CCCCC(=O)NC(=S)Nc1cc(C(=O)O)ccc1OC	2	0.5	1	-3	1.4	1	-2	-5	2
41	Cc1cc(NC(=O)c2cnccn2)no1	-1	1.3	-1	2	-2.0	-8	11	11	-4
42	Cc1ccc(-c2ccnc(-c3ccc(O)cc3)n2)cc1	3	-1.1	-3	-2	-0.1	-5	12	-8	-6
43	COc1ccc(OCC(=O)C2CC2)c(C#N)c1	0	0.9	-5	-1	0.2	-1	1	-9	2
44	Cc1cc(C)cc(Oc2nc3ccccn3c(=O)c2/C=C(\C#N)C(=O)NC2CCS(=O)(=O)C2)c1 (centres undefined)	-2	0.7	-2	-1	-1.1	1	13	-6	-5
45	Cc1c(Cl)cccc1-n1ccnc1SCC(=O)O	-2	0.4	-4	1	0.1	-10	-1	-10	7
46	CCC(C)S(=O)(=O)c1snnc1C (centres undefined)	-2	0.1	-2	1	1.4	-6	0	-5	2
47	CCN(CC)c1ccc2c(c1)OC(N)=C(C#N)C2c1cccnc1 (centres undefined)	0	-1.2	83*	0	1.7	7	-12	-12	13
48	COC(=O)c1ccccc1NC(=O)c1cnn2c(C(F)F)cc(C3CC3)nc12	4	-0.6	-3	-3	-3.0	-5	1	-36	4
49	O=C(Nc1cccc(Br)c1)c1ccc2nc(N3C(=O)CCC3=O)sc2c1	-12[fluorescence artefact?]	-0.8	1	2	0.9	0	-17	-7	1
50	C=CCNC(=O)c1ccc(-c2nc(-c3ccc(Cl)c(Cl)c3)cs2)cc1	-1[fluorescence artefact?]	0.6	-3	-1	-0.6	-23	-11	-5	6
51	CCOC(=O)CSc1cc(CS(C)(=O)=O)nc(-c2ccccn2)n1	-1	0.9	-4	0	0.1	10	6	-8	1
52	CN(O)/C=C1\C(=O)Nc2ccccc21	1[fluorescence artefact?]	2.1	-3	-1	-1.0	6	10	.	5
53	Cc1ccc(Nc2nc(Nc3ccc(C)cc3)nc(SC3=NCCS3)n2)cc1	2	-2.5	-4	-2	0.2	21	-19	-19	0
54	Cc1cc(Cl)ccc1OCc1n[nH]c(=S)n1C1CCCCC1	2	0.1	-2	0	1.6	-12	2	-4	8
55	O=C(COC(=O)c1sc2ccccc2c1Cl)Nc1ncc(Cl)cc1Cl	-4	-1.0	0	1	3.1	-4	-6	-3	3
56	CC(C)=C1C2CCC1C1C(=O)N(CCc3ccccc3)C(=O)C21 (centres undefined)	5[fluorescence artefact?]	2.1	1	-1	-0.4	-13	1	-2	7
57	COc1ccc(C2NC(=O)CS2)cc1OC (centres undefined)	5	-0.5	-5	-1	-0.1	-4	10	-11	-4

# Source: PubChem

# Compounds were not picked by outcome; 4.1% or so of the library scored in one or more.
